# iPSC survival up: increases survival of single human iPS cells; hiPSC single-cell survival, ATPlite luminescence; 100% = ROCK inhibitor wells, 0% = DMSO; survival enhancement, % at 20 µM; hit rate 0.044% among 360,000; AID 602274; in the data active = survival enhancement above about 18%;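 note: cells exposed to compounds for 16 hours before the ATP read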
# CaV13 ICDI inh: Primary screen for inhibitors of IQ motif and Ca2+-dependent inactivation inhibitor domain binding in CACNA1D, Förster resonance energy transfer in living cells, …; HEK cells, CFP/YFP FRET ICDI-IQ, plate reader, 10 min; percent FRET-ratio fall versus neutral wells; inhibition, % at 12.3 µM; hit rate 0.098% among 340,000; AID 743397;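 active = mean replicate inhibition of at least 30% and at least 1% of replicates passing that level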;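 note: 0% = median of the neutral control wells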
# Vif inh: blocks HIV Vif function | hit rate 0.35% among 340,000 | AID 602346 | HEK293T cells, Vif self-association by quenched fluorescence, imaging, 24 h | inhibition, % at 7.49 µM; in the data active = inhibition above about 50%, passing the limit was not always enough; note: some results filed as inactive read as strong as hits
# Exocytosis inh: blocks lytic granule exocytosis; TALL-104 LAMP-1 surface exposure, flow cytometry; cells stimulated with thapsigargin and PMA; inhibition, % at 10 µM; hit rate 0.66% among 360,000;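 active = inhibition above about 55%, limit read from the data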
# Glyco luc inh: blocks N-linked glycosylation in D54 reporter cells; D54 ERlucT glycosylation luciferase reporter, 24 h; percent of 100 nM tunicamycin response; reporter increase, % at 12.5 µM; hit rate 0.23% among 360,000; AID 588692;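 active = mean luciferase reporter signal, scaled so untreated is 0 and the glycosylation-blocking control 100, at or above a set limit in every replicate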;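 note: luciferase carries N-glycosylation sites so blocking glycosylation raises the light; 0% = median of neutral control wells and 100% = median of 100 nM tunicamycin wells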
# HTR2A ag: mouse HTR2A agonism via beta-arrestin recruitment; P35363; CHO-K1 mHTR2A beta-arrestin complementation, luminescence; percent of 30 µM serotonin response; activation, % at 7.6 µM; hit rate 0.66% among 360,000;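 active = activation above a run cutoff, the mean activation of all tested compounds plus 3 SD, cut at about 14% in these data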;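 note: 0% = plate median of compound wells and 100% = 30 µM serotonin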
# PDI inh: blocks human protein disulfide isomerase activity; PDI insulin aggregation turbidity, A650, 90 min; inhibition, % at 10 µM; hit rate 0.052% among 350,000; AID 588391;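 active = mean inhibition across replicates of 30% or more, whatever share of single replicates reach that level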;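 note: absorbance from insulin aggregation driven by PDI reduction with DTT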
# ABCB6 inh 2: blocks the human ABCB6 transporter | Q9NP58 | K562-ABCB6 porphyrin accumulation, flow cytometry, 1 h; stronger effect = lower value | fluorescence ratio to DMSO, % at 10 µM | hit rate 0.19% among 360,000 | AID 602162;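 active = fluorescence ratio to DMSO below 75%, the collection mean minus 3 SD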;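 note: signal is porphyrin accumulated inside mitochondria; 100% equals median channel fluorescence of DMSO control wells; lower ratio means ABCB6 inhibition with less porphyrin fluorescence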
# Target sequence (Q9NP58 whole entry, looked up): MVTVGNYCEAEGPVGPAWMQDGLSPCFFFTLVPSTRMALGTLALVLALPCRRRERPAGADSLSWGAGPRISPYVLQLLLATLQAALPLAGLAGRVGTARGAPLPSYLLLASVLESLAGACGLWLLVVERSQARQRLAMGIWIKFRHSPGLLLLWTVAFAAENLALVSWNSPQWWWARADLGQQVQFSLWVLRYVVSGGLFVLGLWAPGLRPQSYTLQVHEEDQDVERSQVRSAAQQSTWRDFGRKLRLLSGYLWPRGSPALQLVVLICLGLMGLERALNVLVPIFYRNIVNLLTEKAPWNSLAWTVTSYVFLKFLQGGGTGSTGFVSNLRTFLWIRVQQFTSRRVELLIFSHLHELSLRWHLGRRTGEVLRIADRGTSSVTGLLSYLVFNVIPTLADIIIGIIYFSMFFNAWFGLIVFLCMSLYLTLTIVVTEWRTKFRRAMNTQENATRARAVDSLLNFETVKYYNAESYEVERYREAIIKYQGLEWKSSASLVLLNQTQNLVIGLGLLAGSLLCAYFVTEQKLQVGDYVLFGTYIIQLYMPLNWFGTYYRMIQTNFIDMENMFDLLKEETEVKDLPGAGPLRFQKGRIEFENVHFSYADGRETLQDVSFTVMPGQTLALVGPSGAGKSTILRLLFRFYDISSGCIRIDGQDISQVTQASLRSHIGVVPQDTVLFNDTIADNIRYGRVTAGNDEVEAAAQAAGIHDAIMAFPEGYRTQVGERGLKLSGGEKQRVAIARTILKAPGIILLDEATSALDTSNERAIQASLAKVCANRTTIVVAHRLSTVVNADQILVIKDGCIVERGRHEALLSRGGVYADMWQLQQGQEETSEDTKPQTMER
# aDG glyco up: increases alpha dystroglycan glycosylation | Pro5-aDG cells, alpha-DG glycosylation AlphaScreen (IIH6); 0% Pro5, 100% B10-LARGE cell signal | activation, % at 10 µM | hit rate 0.22% among 360,000;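 active = activation of at least 8% versus controls, or a plate z-score of at least 8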;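 note: Pro5 are CHO cells carrying HIG-tagged alpha-DG that lacks glycosylation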
# Cardio protect: modulators protecting cardiomyocytes from myocardial damage; H9c2 cardiomyocytes, H2O2 injury protection, ATPLite, 2 h; protection from H2O2 cell death, % at 20 µM; hit rate 0.63% among 360,000; AID 588492;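 active = compounds giving at least 50% protection of heart cells from peroxide-induced death in the single-dose screen, raw or plate-pattern-corrected value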;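 note: 0% = DMSO wells with peroxide and 100% = DMSO wells without peroxide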
# An asterisk follows results filed as active; · = not tested or not shown.
SMILES,iPSC survival up,CaV13 ICDI inh,Vif inh,Exocytosis inh,Glyco luc inh,HTR2A ag,PDI inh,ABCB6 inh 2,aDG glyco up,Cardio protect
Cc1nc2[nH]c(=O)c3c(n2n1)NC1=C(C(=O)CC(C)(C)C1)C3c1ccccc1 (centres undefined),0.6,-3,2,3,7,0,-1,95,-0.2,2
O=C(Nc1ccc(S(=O)(=O)C(F)F)cc1)c1cccc(S(=O)(=O)N2CCOCC2)c1,-0.4,·,7,0,-2,-2,9,94,0.3,-30
S=c1[nH]nc(CN2CCCC2)n1Cc1ccccc1,-0.6,-2,14,0,-2,1,-8,94,-0.1,2
Cc1cccn2c(=O)c(/C=N/O)c(Nc3ccccc3F)nc12,0.2,-2,-10,0,-2,3,-3,98,0.0,3
O=S(=O)(c1cccc(-c2csc(-c3cccnc3)n2)c1)N1CCOCC1,0.2,-5,1,-2,1,-4,-2,104,0.0,5
CCc1cc(C(c2ccncc2)N2CCN(C)CC2)c(NC(=O)c2ccccc2)s1 (centres undefined),-1.3,-5,·,-6,-3,0,8,101,-0.1,17
Cc1cccc(-n2nnnc2SCC(=O)NC2CCCC2)c1,-0.2,-10,-3,0,0,2,-5,93,0.1,-2
CN(C)c1ccc(NS(=O)(=O)c2cc3c4c(c2)CC(=O)N4CCC3)cc1,-0.4,-2,-8,5,1,2,5,96,-0.4,37
CCOC(=O)N1CCN(C(=O)COc2ccccc2Cl)CC1,1.5,-3,4,0,1,5,-7,95,0.0,2
CN(c1ccccc1)S(=O)(=O)c1ccc(Cl)c(C(=O)OCC(=O)NC2CCS(=O)(=O)C2)c1 (centres undefined),0.4,-7,-9,3,-2,-1,0,97,0.3,0
CC1CC(C)(C)NC(=S)N1CCCC(=O)Nc1ccc2c(c1)OCCO2 (centres undefined),-0.4,-8,3,-2,-2,-1,2,114,-0.2,-6
CCCc1nn2c(=O)cc(COc3cccc(NC(=O)c4ccco4)c3)nc2s1,0.9,-2,-3,4,-2,4,-2,97,0.1,5
S=C(Nc1cccnc1)NC1CCCCCCC1,0.1,-3,2,-1,-2,0,-4,94,0.0,-2
Cc1ccc(NC(=O)c2cccc(NC(=O)CC3SC(N4CCCCC4)=NC3=O)c2)nc1 (centres undefined),-0.3,-6,0,7,-1,-3,-3,102,0.7,-3
CCCC(=O)N1CCC1(C)C(=O)NS(=O)(=O)c1cc(C)ccc1F (centres undefined),-1.2,-5,2,5,1,4,5,109,-0.1,8
CC(Nc1nc2ncn(Cc3ccccc3)c2c(=O)[nH]1)C(=O)O (centres undefined),-2.9,·,7,2,0,2,2,·,0.1,-2
CN1CCC(CN)(N2CCN(c3ccccc3)CC2)CC1,0.0,-15,4,7,-3,1,6,545,0.0,7
COc1ccccc1C1N=C(c2ccccc2C)NO1 (centres undefined),-0.6,-4,4,-2,-5,4,19,88,0.0,0
NC(=O)COc1c(-c2ccc(Br)o2)oc2ccccc2c1=O,-0.6,·,17,0,4,11,1,102,-0.1,1
CCN(CC)C(=O)CSc1nc2c(sc(=S)n2-c2ccc(C)cc2C)c(=O)[nH]1,0.6,-4,-11,11,-1,6,-18,96,-0.1,8
COc1ccc(NC(=O)c2cccn(CC=C(C)C)c2=O)cc1,-0.4,-4,-3,1,0,5,-2,94,0.1,-2
COc1ccc(NC(=O)C2Cc3ccccc3CN2C(=O)c2ccccc2)cn1 (centres undefined),-2.9,·,-9,0,1,1,-11,91,-0.2,9
CC1SCC(=NOCc2c(Cl)cccc2Cl)CS1 (centres undefined),-0.6,-5,-16,3,0,0,5,94,0.2,-5
COCc1ccc(CN2CCCC(CO)(Cc3ccccc3)C2)o1 (centres undefined),-1.4,-5,23,-1,-1,2,0,102,-0.3,-3
CCn1c(=O)n(CC)c2cc(N3CCCC3)c(NC(=O)c3ccc(F)cc3)cc21,0.6,-6,-6,0,5,0,-5,104,0.0,-3

# Later entries.
SMILES,iPSC survival up,CaV13 ICDI inh,Vif inh,Exocytosis inh,Glyco luc inh,HTR2A ag,PDI inh,ABCB6 inh 2,aDG glyco up,Cardio protect
O=C(COc1cc2oc(=O)c3c(c2cc1Cl)CCCC3)NCC1CCC(C(=O)O)CC1 (centres undefined),0.0,-14,-2,-4,1,0,2,101,0.6,3
COc1cc(OC)c(OC)cc1/C=C1\CC(C)C/C(=C\c2cc(OC)c(OC)cc2OC)C1=O (centres undefined),0.0,-8,-15,36,-11,0,-1,107,-0.5,10
CC(=O)Oc1ccc(C23c4ccccc4C2(OC(C)=O)c2cc(OC(C)=O)ccc23)cc1 (centres undefined),-2.3,-3,-6,-10,1,-4,-4,119,-0.2,-8
CN(C)c1ccc(NC(=O)Nc2nnc([C@H]3C[C@H](O)[C@@H](CO)O3)s2)cc1,1.1,-4,8,-10,-2,2,-6,100,-0.2,6
COC(=O)c1cc(NC(=O)Cc2coc3cc(OC)ccc23)cc(C(=O)OC)c1,1.2,-4,15,-1,1,2,-5,94,0.0,17
CCOc1ccccc1N1CCN(C(=O)c2cc[n+]([O-])cc2)CC1,-2.4,-4,0,0,3,-2,-3,94,0.1,-1
COc1ccc(CC(=O)OCC(=O)NCc2ccc(F)cc2)cc1,-0.8,-6,-5,0,1,4,-57,98,-0.2,3
Cc1cc(C)nc(Nc2ccc(O)cc2)n1,0.1,-4,·,4,1,0,-13,100,-0.1,1
O=C(CC(SCCO)c1ccc2c(c1)OCO2)c1ccco1 (centres undefined),-1.0,·,17,-2,4,0,7,93,0.0,-11
Cc1ccc(S(=O)(=O)Nc2cccc(C(=O)NCC(c3ccco3)N3CCCCC3)c2)cc1F (centres undefined),-0.3,-2,-1,2,-2,-11,1,98,0.1,-8
c1ccc(CC2CCN(C3=Nc4cccc5cccc3c45)CC2)cc1,-2.6,·,9,52,-1,-5,-6,93,0.3,-20
COc1cccc(NCc2nnc(SCC(=O)NC3CCS(=O)(=O)C3)n2C2CCCCC2)c1 (centres undefined),0.2,-5,0,0,2,5,-1,96,-0.2,0
O=C1NCCOC(=O)[C@H](Cc2ccc(F)cc2)CC/C=C/C[C@@H]1CC(=O)N(CCO)Cc1ccccc1,5.8,-4,-20,0,0,0,-6,102,0.1,-12
Cc1ccc(S(=O)(=O)Nc2nnc(CC(C)(C)C)s2)cc1,-0.5,-20,2,6,1,-2,7,100,-0.1,-1
COc1cc(C2C(C#N)=C(N)OC3=C2C(=O)CC(C)(C)C3)cc([N+](=O)[O-])c1O (centres undefined),-0.1,2,5,2,1,0,-2,97,0.1,0
O=C(Nc1cccc(-c2ccc3nncn3n2)c1)c1ccco1,-0.3,-6,-6,1,4,-2,22,99,0.1,6
O=C(CN1C(=O)S/C(=C/c2ccccn2)C1=O)N1CCOCC1,0.2,-8,13,0,1,-6,-30,98,-0.2,-1
CCC(C)c1c(O)nc(SCC(=O)Nc2ccccc2)[nH]c1=O (centres undefined),1.4,-7,·,-2,·,-4,-9,89,-0.1,16
CN=c1sc2ccccc2n1CC(O)COc1ccccc1 (centres undefined),0.3,-8,-7,1,-4,-6,10,96,0.0,12
O=C(OCc1ccc(COC(=O)c2ccc(O)cc2)cc1)c1ccc(O)cc1,-0.8,·,-2,0,-4,-3,-2,100,0.1,1
CCOC(=O)C1C(c2ccc(O)c(O)c2)NC(=S)NC1(O)C(F)(F)F (centres undefined),1.7,-6,-4,0,4,1,0,101,-0.3,27
Cc1ccc(Cn2ncc3c(N4CCN(CC#N)CC4)ncnc32)cc1,0.1,-6,0,-4,-2,12,5,95,0.0,2
COc1cc(CCC(=O)O)on1,-0.6,-4,-4,-1,1,0,4,100,0.1,-2
CC(C)c1ccc(NC(=O)CN2C(=O)c3ccccc3S2(=O)=O)cc1,0.0,-4,31,-5,-2,-5,6,101,-0.1,-2
CCCNC(=O)c1cc(C2CCCCN2C(=O)c2cc(C(C)(C)C)nn2C)on1 (centres undefined),0.5,-4,-15,-8,-1,5,-8,89,0.5,-11

# Taken from above.
# Result of CN1CCC(CN)(N2CCN(c3ccccc3)CC2)CC1 under iPSC survival up: 0.0
# Result of CCOC(=O)N1CCN(C(=O)COc2ccccc2Cl)CC1 under Exocytosis inh: 0
# Result of COc1ccc(CC(=O)OCC(=O)NCc2ccc(F)cc2)cc1 under PDI inh: -57

# New compounds follow:
SMILES,iPSC survival up,CaV13 ICDI inh,Vif inh,Exocytosis inh,Glyco luc inh,HTR2A ag,PDI inh,ABCB6 inh 2,aDG glyco up,Cardio protect
C/C(=N\NC(=O)c1ccccc1)c1ccccc1F,-0.1,2,8,-8,4,4,-3,95,0.5,5
Cc1cc(N2CCN(C)CC2)nc2ccc(NC(=O)CCC3CCCC3)cc12,-0.5,-4,-10,10,0,-13,-19,90,0.0,-1
CCC(=O)OCC(=O)c1c(N)n(Cc2ccccc2)c(=O)n(C)c1=O,-0.1,-1,-5,0,-1,-3,-1,94,0.2,11
CC(=O)OC(C[N+]1(C)CCCCCC1)c1ccccc1 (centres undefined),0.0,-17,0,0,2,-2,-4,97,0.0,2
CN1CCN(c2ccc(NC(=O)c3cccc(S(=O)(=O)N4CCCC4)c3)cc2)CC1,-0.1,-18,-6,-2,3,5,1,86,-0.2,11
O=C(Nc1ccc(-c2noc(-c3cccs3)n2)cc1)c1cccnc1,-0.8,·,·,19,-6,4,-4,95,0.5,64*
Cc1ccc2c(c1)cc(CN(Cc1ccco1)C(=O)N1CCOCC1)c1nnnn12,-1.2,-5,-4,0,25,1,2,89,-0.5,20
O=C(/C=C/c1ccc(F)cc1)NC(=S)N1CCOCC1,3.3,2,9,-12,1,-4,-3,95,0.6,2
CCc1ccc2c(c1)NC(=O)C2(C)Cc1ccccc1C#N (centres undefined),-3.7,-3,-6,-1,3,-4,0,96,0.2,10
CC1CCCCN1CCn1c(=S)[nH]c2cc3c(cc2c1=O)OCO3 (centres undefined),0.6,4,-2,-17,4,5,-1,94,0.2,8
NS(=O)(=O)c1cccc(NC(=O)CC(NC(=O)c2ccccc2Cl)c2ccccc2)c1 (centres undefined),-0.2,-2,16,1,0,-7,4,98,-0.1,4
COc1ccc2oc(C(=O)OC(C)C(=O)N3CCC(C)CC3)c(C)c2c1 (centres undefined),-2.2,-15,-4,-1,3,-8,22,103,1.1,-5
CC(C)c1ccc(Nc2cnn(C34CC5CC(CC(CC(=O)O)(C5)C3)C4)c(=O)c2Cl)cc1,-0.2,-7,-1,-1,2,4,2,106,-0.1,1
NC(=S)NN=C1CCC2(CCCCC2)CC1,-2.6,-15,13,-7,2,-1,-7,102,0.1,-3
C=CCn1c(=O)c(C(=O)NCCc2ccc(Cl)cc2)c(O)c2cc(OC)c(OC)cc21,0.8,-5,-1,-7,-1,0,5,99,0.0,-5
O=C(NC1CCCCC1)n1c(=O)oc2ccccc21,-0.4,·,2,-1,2,9,-1,99,0.1,-3
CCn1c(=O)c(C(=O)Nc2ccc(C)cc2)c(O)c2ccccc21,-0.3,-1,2,10,2,1,-3,97,0.0,17
Cc1ccc(Nc2nnc(SCC(=O)Nc3ccccc3[N+](=O)[O-])s2)cc1,-1.0,-2,6,1,-1,2,-14,98,0.3,6

# Compound profiles (already shown). Order of values: iPSC survival up	CaV13 ICDI inh	Vif inh	Exocytosis inh	Glyco luc inh	HTR2A ag	PDI inh	ABCB6 inh 2	aDG glyco up	Cardio protect
# `CCc1cc(C(c2ccncc2)N2CCN(C)CC2)c(NC(=O)c2ccccc2)s1` (centres undefined) across the screens: -1.3	-5	·	-6	-3	0	8	101	-0.1	17
# `O=C1NCCOC(=O)[C@H](Cc2ccc(F)cc2)CC/C=C/C[C@@H]1CC(=O)N(CCO)Cc1ccccc1` across the screens: 5.8	-4	-20	0	0	0	-6	102	0.1	-12
